OX1R antag-1: blocks the human orexin 1 receptor | O43613 | OX1R-expressing cells, FRET antagonist read-out | inhibition, % at 6.6 µM | 330,000 compounds, 1.8% hits | AID 485270; in the data active means inhibition mostly above about 38%, no sharp cut-off; inactive means mostly below about 40%;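 further: 0% = agonist challenge alone and 100% = reference antagonist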
Target sequence (O43613 whole entry, looked up): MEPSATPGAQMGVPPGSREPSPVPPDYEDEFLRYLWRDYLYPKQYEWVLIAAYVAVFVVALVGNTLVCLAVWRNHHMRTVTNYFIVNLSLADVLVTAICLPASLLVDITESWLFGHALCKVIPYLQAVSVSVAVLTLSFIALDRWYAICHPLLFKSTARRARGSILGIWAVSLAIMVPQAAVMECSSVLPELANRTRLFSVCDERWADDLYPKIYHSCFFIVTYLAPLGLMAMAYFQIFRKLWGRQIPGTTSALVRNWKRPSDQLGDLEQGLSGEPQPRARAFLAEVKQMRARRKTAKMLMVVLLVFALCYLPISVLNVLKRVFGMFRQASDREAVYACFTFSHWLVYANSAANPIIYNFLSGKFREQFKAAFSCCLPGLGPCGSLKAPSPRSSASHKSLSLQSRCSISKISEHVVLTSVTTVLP
OX1R antag-2: blocks the human orexin 1 receptor; O43613; CHO/OX1R cells, Fluo-8 calcium fluorescence, orexin A; inhibition, % at 5 µM; 330,000 compounds, 0.43% hits; AID 434989;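 active means inhibition above its plate's threshold, mean inhibition of all tested compounds on the plate plus 3 SD, cut at about 37% in these data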;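 further: 0% = orexin A challenge wells and 100% = SB-334867-A antagonist wells; not every result past the cut was called active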
STK33 inh: inhibitors of human STK33 kinase | inhibition, % at 10 µM | purified STK33, MBP phosphorylation, ADP-Glo luminescence | Q9BYT3 | AID 2661 | 320,000 compounds, 0.073% hits;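 active means inhibition at or above 25%, using the most active replicate where run in duplicate; inactive means inhibition below 25%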
Target sequence (Q9BYT3 whole entry, looked up): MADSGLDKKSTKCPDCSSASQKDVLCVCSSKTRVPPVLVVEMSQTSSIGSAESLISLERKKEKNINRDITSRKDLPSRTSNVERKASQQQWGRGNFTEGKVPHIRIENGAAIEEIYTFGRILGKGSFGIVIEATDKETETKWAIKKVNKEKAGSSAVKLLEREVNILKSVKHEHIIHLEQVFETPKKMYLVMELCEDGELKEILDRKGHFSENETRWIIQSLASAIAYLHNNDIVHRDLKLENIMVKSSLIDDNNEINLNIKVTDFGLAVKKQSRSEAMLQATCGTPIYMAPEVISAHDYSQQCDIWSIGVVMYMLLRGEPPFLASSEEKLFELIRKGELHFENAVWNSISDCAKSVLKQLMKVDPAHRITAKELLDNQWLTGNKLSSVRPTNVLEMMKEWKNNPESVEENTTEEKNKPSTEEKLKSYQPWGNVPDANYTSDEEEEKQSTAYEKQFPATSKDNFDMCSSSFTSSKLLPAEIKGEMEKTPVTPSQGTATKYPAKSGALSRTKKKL
* marks the source's active call; other numbers are inactive results; . = no result given. Outcome played no part in choosing rows (roughly 2.2% active in at least one column).

| OX1R antag-1 | OX1R antag-2 | STK33 inh | compound |
| --- | --- | --- | --- |
| 41 | -16 | 0.8 | O=[N+]([O-])c1cc(/C=N/n2cnnc2)ccc1N1CCCC1 |
| 10 | -33 | -1.7 | CC(=O)c1cccc(NC(=S)NC(=O)c2cncc(Br)c2)c1 |
| 31 | -21 | 0.8 | CCN(CC)CCOC(=O)c1ccc(NC(=O)c2ccc(Cl)c(S(=O)(=O)N3CCCCCC3)c2)cc1 |
| 8 | -2 | -3.8 | Cn1c(=O)c2sccc2n(Cc2ccccc2)c1=O |
| 5 | -33 | 0.6 | O=C(NCc1ccccc1)c1ccccc1NC(=O)C1CCCCC1 |
| 13 | -7 | 1.1 | CCOC(=O)N1CCN(C(=O)C2CCC(=O)N(CCc3ccccc3)C2)CC1 (stereo not drawn) |
| 9 | -19 | -0.5 | Cc1cc(-c2cc(C(=O)NCc3ccccc3)on2)nc(NCC2CC2)n1 |
| 29 | -18 | 0.2 | COc1ccccc1CNC(=O)c1ccccc1OCc1ccc(F)cc1 |
| 18 | -9 | 0.3 | CCC(c1nnnn1C(C)(C)C)N1CCN(C(=O)c2ccco2)CC1 (stereo not drawn) |
| 15 | -13 | 1.9 | COc1ccc(S(=O)(=O)c2c(O)c3ccc(C(=O)Nc4ccc(F)cc4)cc3[nH]c2=O)cc1 |
| -12 | 26 | -2.4 | NS(=O)(=O)c1ccc(CNC(=O)C(Cc2ccccc2)NS(=O)(=O)c2ccccc2F)cc1 (stereo not drawn) |
| 8 | -16 | -0.3 | Cc1ccc(/C=C(\NC(=O)c2ccccc2)C(=O)N2CCCCC2)cc1 |
| 3 | -21 | -1.6 | COc1ccccc1OCCn1c(C)c(C=O)c2ccccc21 |
| 24 | -17 | 1.2 | Clc1cccc(/C(Cc2nc3ccccc3[nH]2)=N\Nc2ccccc2)c1 |
| 24 | -25 | 0.4 | CCN(Cc1ccccc1)C(=S)NC(=O)c1ccccc1Br |
| 12 | 5 | -0.9 | CC(=O)COc1ccc2cc(-c3ccccc3)c(=O)oc2c1 |
| 26 | -17 | 0.1 | CSc1cccc(NC(=O)CN(Cc2ccc(Cl)cc2)S(C)(=O)=O)c1 |
| 11 | -30 | -0.8 | COc1ccc(CN2C(=O)c3cccnc3C2=O)cc1S(=O)(=O)N1CC(C)CC(C)C1 (stereo not drawn) |
| 10 | 8 | -1.4 | CCC(=O)Nc1c2c(nn1-c1ccc(F)cc1)CS(=O)(=O)C2 |
| -2 | -17 | -3.8 | Cc1nnc(N2CCC(C(=O)N3CCCCCC3)CC2)c2nn(-c3ccc(Cl)cc3)c(C)c12 |
| 13 | -13 | 6.9 | O=C(Cn1cc2c(n1)CCCCC2)N1CCc2ccccc21 |
| 18 | -33 | 0.6 | COC(=O)c1ccc(NC(=O)Nc2ccccc2C)cc1 |
| 28 | -21 | -0.1 | COC(=O)C1=C(C)N=C2SC(C)C(=O)N2C1/C=C/c1ccccc1OC (stereo not drawn) |
| 18 | -23 | -2.1 | COc1ccc(C(=O)COC(=O)Cn2c(C)csc2=O)c(OC)c1 |
| 39 | -3 | 0.0 | Cc1ccc(-n2c3nc(=O)[nH]c(=O)c-3cc3cc([N+](=O)[O-])ccc32)cc1C |
| 8 | -4 | 1.8 | O=C1c2ccccc2C(=O)c2c1ccc1c(=O)n(C3CCCCC3)[nH]c21 |
| 2 | -14 | -1.3 | O=C1c2ccccc2NC(c2cccc([N+](=O)[O-])c2)N1O (stereo not drawn) |
| 28 | -41 | 0.7 | O=S1(=O)CCOC[C@H](CC2CCCCC2)N1Cc1cccc(C(F)(F)F)c1 |
| 22 | -26 | -1.4 | O=C(c1ccc(S(=O)(=O)N2CCCCCC2)cc1)N1CCC(CN2C(=O)c3cccc4cccc(c34)C2=O)CC1 |
| 5 | -20 | -0.8 | CCN1CCN(Cc2nc3c(c(=O)n(C)c(=O)n3C)n2Cc2cccc3ccccc23)CC1 |
| 8 | -9 | 0.5 | Cc1ccc(S(=O)(=O)N2C3C=CC(C3)C2C(=O)O)cc1 (stereo not drawn) |
| 23 | -14 | 6.8 | CCOc1cccc(/C=C/C(=O)O)c1 |
| 10 | -2 | -1.2 | CC(=Nc1ccccc1)C1=C(O)CSC1=O |
| 5 | 2 | -1.5 | Cc1cnc(NC2=NCCC2)s1 |
| 19 | -21 | -1.6 | O=C(NC(Cc1c[nH]c2ccccc12)C(=O)O)c1ccc(F)cc1 (stereo not drawn) |
| 11 | 2 | -1.0 | CCn1c(C(C)C)n[nH]c1=S |
| 26 | -12 | -3.5 | COc1ccc(CC(=O)N2CCc3ccccc32)cc1 |
| 4 | -25 | -2.6 | Cc1cc(C)cc(OCCNC(=O)c2ccc(Br)cc2)c1 |
| 16 | -18 | 0.8 | Cc1ccc(C(=O)Oc2oc(-c3ccco3)nc2C=Nc2ccc(Cl)cc2)cc1 |
| 13 | -7 | -0.3 | O=C(Nc1ccc(S(=O)(=O)Nc2nccs2)cc1)c1ccc(N2C(=O)c3ccccc3C2=O)cc1 |
| 7 | -18 | -1.2 | CCOc1ncccc1C(=O)N1CCN(S(=O)(=O)c2cccs2)CC1 |
| 3 | -6 | -1.4 | O=C(COC(=O)/C=C/c1cccc(Cl)c1)NCCc1ccc(Cl)cc1Cl |
| 13 | -12 | -0.9 | Cc1ccccc1C(=O)N1CCC(C(=O)Nc2ccc(F)cc2)CC1 |
| 16 | -6 | -0.2 | COc1cccc(N2CC(O)=C(c3nc4ccccc4c(=O)[nH]3)C2=N)c1 |
| 11 | -19 | 0.9 | CCOc1cccc(OCCNC2CCCC2)c1 |
| 15 | -5 | -0.3 | Cc1ccc(C(=O)NCC(C)(C)O)cc1 |
| 27 | -40 | 1.4 | C=CCn1c(C)c(C(C)=O)c(N2CCN(c3ccccc3)CC2)nc1=S |
| 13 | 5 | -1.4 | CCOc1cccc2cc(C(=O)NCc3ccc(OC)cc3)c(=N)oc12 |
| 8 | -22 | -0.6 | O=C(N/C(=C/c1cccs1)c1nc2ccccc2[nH]1)c1ccccc1 |
| 10 | -18 | 0.8 | Cc1cccc(Nc2nnc(SC/C(O)=C(\C#N)c3nc4ccccc4[nH]3)s2)c1 |
| 14 | -29 | 0.7 | CCCCc1nc2ccccc2c(NC(=O)CNC(C)(C)C)c1CCC |
| 7 | -21 | 0.0 | Cc1cccc(-c2nnc(SCC(=O)NCc3ccc4c(c3)OCO4)n2C)c1 |
| 18 | -35 | -0.6 | CC(C)C[C@H](NC(=O)c1nc[nH]c1C(=O)NCC(=O)OCc1ccccc1)C(=O)OC(C)(C)C |
| 22 | -24 | -1.0 | O=[N+]([O-])c1cccc(-c2cc(-c3cc(Br)ccc3O)[nH]n2)c1 |
| 3 | -39 | 1.5 | COC(=O)C1C(c2ccc(Cl)cc2)NC(c2ccc(Cl)cc2)C(C(=O)OC)S1(=O)=O (stereo not drawn) |
| 6 | -13 | -1.3 | COCCSc1ncnc2c1oc1nc3c(cc12)COC(C)(C)C3 |
| -2 | 12 | -0.8 | CC1=C(C(=O)N(C)C)C(c2ccc(N3CCOCC3)cc2)NC(=O)N1 (stereo not drawn) |
| 31 | -31 | -0.7 | Fc1ccc(-c2csc(-c3ccccn3)n2)cc1F |
| 26 | -27 | 1.2 | Cc1cc(C)cc(NC(=O)CN(Cc2ccccc2)S(C)(=O)=O)c1 |
| 13 | -7 | -1.2 | Cc1cc(Oc2cc(N)cc([N+](=O)[O-])c2)ccc1Cl |

Continued:
| OX1R antag-1 | OX1R antag-2 | STK33 inh | compound |
| --- | --- | --- | --- |
| 2 | -19 | 0.8 | CC(=O)Oc1ccc2nc(/C=C/c3ccc(C=O)cc3)oc(=O)c2c1 |
| 25 | -8 | -0.8 | COc1cccc(C(=O)NCCN2CCOCC2)c1 |
| 1 | -22 | 0.2 | CC(C)CC(=O)N=C1SC2CS(=O)(=O)CC2N1CCc1ccccc1 (stereo not drawn) |
| 5 | -15 | -0.2 | CCOc1ccccc1NC(=O)C1Cc2ccccc2CN1S(C)(=O)=O (stereo not drawn) |
| 12 | -16 | 0.4 | O=C(Oc1cccc(NC2=NS(=O)(=O)c3ccccc32)c1)c1cccnc1 |
| 6 | 1 | 2.6 | O=c1[nH]c2ccc(F)cc2[nH]c1=O |
| 38 | -8 | 1.2 | COCCn1c(-c2cccs2)nc2nc3ccccc3nc21 |
| 10 | -9 | 1.3 | Cc1ccc(C(=O)CCC(=O)NCc2ccccc2)cc1 |
| 7 | -18 | -0.1 | COc1cc(C(=O)N(CCCO)Cc2cc3ccc(C)c(C)c3[nH]c2=O)cc(OC)c1OC |
| -5 | -3 | -0.3 | CCc1ccc(NC(=O)C2CCN(c3ncnc4c3nc3n4CCCCC3)CC2)cc1 |
| 13 | -20 | -0.5 | CN1C(C(=O)NCc2ccco2)CC2Cn3c(nc4cc5ccccc5cc43)C21 (stereo not drawn) |
| 17 | -4 | -0.6 | NS(=O)(=O)c1ccc(CNC(=O)c2cnccn2)cc1 |
| 6 | -11 | -2.0 | CCOC(=O)/C(C(=O)Nc1ccccc1Br)=C1/NC(C)(C)Cc2ccccc21 |
| 39 | -23 | -0.6 | CC(=O)c1sc(N/N=C\c2ccc(Br)cc2)nc1C |
| 14 | -3 | -0.3 | CC(=O)c1ccc(N2CCN(C(=O)CN(C)S(=O)(=O)c3cnc[nH]3)CC2)cc1 |
| 14 | -16 | -1.6 | COc1ccc(NC(=O)CC2C(=O)N(c3ccc(OC)cc3)C(=O)N2Cc2ccc(OC)c(OC)c2)cc1 (stereo not drawn) |
| 33 | -33 | -0.4 | COc1ccc(CN2CCC(CO)(Cc3ccccc3)CC2)cc1Cn1cccn1 |
| 13 | -12 | 0.4 | COc1ccc(C)cc1N(CC(=O)N/N=C/c1ccccc1C(=O)O)S(=O)(=O)c1ccccc1 |
| 25 | -2 | -0.1 | O=c1c2[nH]c3ccc(F)cc3c2ncn1CCCN1CCOCC1 |
| 16 | -9 | 0.0 | Cc1ccc(C)c(NC(=O)CCn2nc(C)cc2C)c1 |
| 51* | -3 | 0.0 | COc1ccc(OC)c(N(CC(=O)NCCSCc2ccco2)S(=O)(=O)c2ccccc2)c1 |
| 25 | -26 | . | CC(Oc1ccccc1)C(=O)Nc1cc(Cl)ccc1-n1cncn1 (stereo not drawn) |
| 9 | 17 | 0.4 | CN(C)Cc1c(C(=O)N/N=C/c2cccc(OCc3c(F)cccc3Cl)c2)nnn1-c1nonc1N |
| 4 | -21 | -0.9 | COc1cccc(C(=O)Nc2cccc3cccnc23)c1OC |
| 31 | -28 | -1.1 | CNC(=O)c1ccc(-c2sc3nc(N4CCOCC4)c4c(c3c2N)CC(C)(C)OC4)o1 |
| 22 | -22 | -0.5 | CC(COc1ccccc1)N1CCC(CO)(CCc2ccccc2)CC1 (stereo not drawn) |
| 8 | -9 | -0.4 | Cc1ccc(C(=O)NCC(=O)NC2CCCC2)cc1 |
| 5 | -16 | 0.5 | CN(CC(=O)NCCCN1CCOCC1)S(=O)(=O)c1ccc(Cl)cc1 |
| 0 | -26 | -0.1 | CN(CCN1CCOCC1)Cc1nc(-c2ccc3c(c2)OCO3)no1 |
| 2 | -3 | -1.5 | COC(=O)c1ccc(C(=O)O)nc1 |
| 5 | -4 | -0.1 | O=c1c2cc3c(cc2[nH]c(=S)n1Cc1ccco1)OCO3 |
| 0 | 34 | -1.5 | CCn1c(COc2ccc(Cl)cc2)nnc1SCc1nc2ccccc2[nH]1 |
| 1 | 10 | 0.1 | COc1ccc(N2C(=O)CC(N3CCC(C(N)=O)CC3)C2=O)cc1 (stereo not drawn) |
| 4 | -7 | . | Cc1ccc(C(C)C)c2oc(=O)cc(-c3ccc(-c4ccc(C(F)(F)F)cc4)cc3)c12 |
| 16 | -21 | -1.5 | Cc1nc2ccccn2c1C(=O)CSc1cccc(Cl)c1 |
| 6 | -5 | 2.5 | COc1ccc(S(=O)(=O)NN=C2CCCC2)cc1 |
| 0 | -21 | 0.6 | CCOc1ccc2oc(C(=O)OCC(=O)N3CC(C)OC(C)C3)c(C)c2c1 (stereo not drawn) |
| 16 | -20 | 0.3 | COc1ccccc1-n1cnc2cc(NCc3ccco3)ccc21 |
| 8 | -12 | -1.2 | CC(C)C[C@@H](C(=O)NC1CCN(Cc2ccccc2)CC1)N1C(=O)N2CCc3c([nH]c4ccccc34)[C@@]2(C)C1=O |
| 17 | -20 | -2.0 | Cc1ccn2c(C(=O)N/N=C\c3ccccc3[N+](=O)[O-])c(C)nc2c1 |
| 23 | -4 | -0.5 | C=Cc1ccc(Cn2nc(-c3ccc(C)cc3)ccc2=O)cc1 |
| 11 | -18 | -0.4 | CN1CCCN(Cc2nc(-c3ccc(Cl)cc3)no2)CC1 |
| 39 | 29 | -0.6 | CCC(C)Oc1nc(C)cc(C)c1S(=O)(=O)c1ccccc1C (stereo not drawn) |
| 10 | -11 | -0.6 | COc1ccc(N2CC(NS(=O)(=O)c3cccnc3)CC2=O)cc1OC (stereo not drawn) |
| 16 | -18 | -1.1 | CN(CC(=O)NCc1ccccc1Cl)S(=O)(=O)c1cccs1 |
| 6 | 4 | -0.7 | COc1ccc(CNc2ccc(C(=O)O)cc2)cc1 |
| -10 | -5 | 0.1 | CC(=O)C(Cc1ccccc1)NC(=O)CN1CCN(Cc2ccccc2)CC1 (stereo not drawn) |
| 6 | -64 | -1.3 | COc1ccc(C2CC(c3cccs3)=NN2c2ccc(F)cc2)cc1OC (stereo not drawn) |
| 11 | -13 | -0.8 | O=C(NCCN1CCN(C(=O)c2cccs2)CC1)c1cccs1 |
| 12 | 1 | 0.5 | COc1ccc(/C=N/n2c(C)nc3c([nH]c4ccccc43)c2=O)cc1CN1CCCC(C)(C)C1 |
| 7 | -20 | -1.8 | O=c1c2ccccc2ccc2ccc(P(=O)(O)O)cc12 |
| 32 | -26 | -0.8 | COCc1cc(C)nc2sc(C(=O)Nc3ccc(OC)cc3)c(N)c12 |
